# NALP1 yeast inh: NALP1 inflammasome inhibitors in reconstituted yeast, colorimetric, S. cerevisiae, triplicate retest; hit rate 0.61% among 280,000; S. cerevisiae NALP1/ASC/caspase-1 growth, X-gal OD620, 72 h; inhibition, % at 10 µM; in the data active means inhibition mostly above about 24%, no sharp cut-off; inactive means mostly below about 32%; further: some compounds called inactive have numbers as strong as hits
# MEKK2 WT-MEK5: modulators of MEK5 binding to wildtype MEKK2, primary screen, biochemical, multiplex bead flow cytometry, Alexa488-MEK5 | Mitogen-activated protein kinase kinase kinase 2 (Homo sapiens), Q9Y2U5 | Alexa488-MEK5 binding to MEKK2 WT; actives lie on both sides | binding response (% of control), % at 10 µM | hit rate 1.1% among 290,000; in the data active means binding response below about 67% or above about 130%
# PHOSPHO1 inh: PubChem AID 1565; inhibition, % at 13.3 µM; Phosphoethanolamine/phosphocholine phosphatase (Homo sapiens), Q8TCT1; recombinant PHOSPHO1, absorbance phosphatase assay; hit rate 1.1% among 290,000; in the data active means inhibition above about 60%
# MEKK3 PB1 HTS: modulators of MEKK3-MEK5 PB1 binding, primary screen, biochemical, wildtype MEKK3, multiplex bead flow cytometry, Alexa488-MEK5; bead-based flow cytometry, Alexa488-MEK5 binding to MEKK3; actives lie on both sides; 0 = blocked by unlabeled MEK5, 100 = vehicle; binding response (% of control), % at 10 µM; hit rate 1.4% among 290,000; AID 1529, 2009;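 active means binding response more than 3 SD above or below the average of its plate-row segment, actives on both sides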;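 further: Alexa488 bead fluorescence after subtracting the streptavidin-only scavenger bead signal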
# Target sequence (Q99759 whole entry, looked up): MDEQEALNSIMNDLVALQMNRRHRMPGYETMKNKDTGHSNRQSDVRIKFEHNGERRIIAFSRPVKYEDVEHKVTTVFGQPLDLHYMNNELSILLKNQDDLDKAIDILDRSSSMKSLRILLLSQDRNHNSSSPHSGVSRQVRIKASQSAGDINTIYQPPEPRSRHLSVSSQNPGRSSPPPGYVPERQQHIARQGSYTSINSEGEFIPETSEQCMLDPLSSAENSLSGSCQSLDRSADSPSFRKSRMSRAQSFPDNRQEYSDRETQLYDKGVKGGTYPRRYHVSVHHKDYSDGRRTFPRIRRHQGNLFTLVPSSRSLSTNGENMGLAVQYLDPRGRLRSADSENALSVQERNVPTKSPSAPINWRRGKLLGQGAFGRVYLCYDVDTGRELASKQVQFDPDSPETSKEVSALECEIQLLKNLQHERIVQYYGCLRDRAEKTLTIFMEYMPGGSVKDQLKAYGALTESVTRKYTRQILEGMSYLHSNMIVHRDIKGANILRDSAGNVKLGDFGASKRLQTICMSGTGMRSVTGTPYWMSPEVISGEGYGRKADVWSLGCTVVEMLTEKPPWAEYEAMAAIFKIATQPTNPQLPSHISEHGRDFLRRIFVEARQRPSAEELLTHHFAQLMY
# V1R ag counter: agonists of human V1a receptor, primary screen, counter-screen for OXTR agonist project, fluorescence, CHO-V1R cells; Fluo-8 calcium fluorescence, agonist mode; 0% DMSO, 100% 3 nM vasopressin; activation, % at 3 µM; hit rate 0.25% among 320,000; AID 2797, 2010;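 active means activation above the mean activation of all tested compounds plus 3 SD, per screening run, cut at about 20% in these data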;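 further: signal is peak over basal fluorescence ratio across a 100 second FLIPR read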
# OXTR ag: human OXTR agonists, primary screen, fluorescence, CHO-OTR cells, Fluo-8 calcium; Fluo-8 calcium fluorescence; normalized: DMSO 0%, oxytocin 100%; activation, % at 3 µM; Oxytocin receptor (Homo sapiens), P30559; hit rate 0.32% among 320,000; AID 2435, 2010;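 active means activation above the mean of all tested compounds plus 3 SD, cutoff set per screening run, cut at about 20% in these data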;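 further: peak over basal fluorescence ratio from a 100 s FLIPR kinetic read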
# Target sequence (P30559 whole entry, looked up): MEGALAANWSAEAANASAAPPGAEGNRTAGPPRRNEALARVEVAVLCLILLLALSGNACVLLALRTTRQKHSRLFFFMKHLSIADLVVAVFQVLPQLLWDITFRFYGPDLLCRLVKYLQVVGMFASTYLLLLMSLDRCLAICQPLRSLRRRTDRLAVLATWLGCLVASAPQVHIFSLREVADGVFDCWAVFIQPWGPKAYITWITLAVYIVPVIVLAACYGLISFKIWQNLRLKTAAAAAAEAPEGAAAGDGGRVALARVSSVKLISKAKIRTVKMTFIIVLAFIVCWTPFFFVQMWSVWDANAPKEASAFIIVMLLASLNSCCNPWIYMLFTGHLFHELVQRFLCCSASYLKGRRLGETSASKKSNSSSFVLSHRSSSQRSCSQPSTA
# GPR7 antag: GPR7 receptor antagonists, primary screen, cell-based, fluorescence, single concentration | GPR7-expressing cells, fluorescence antagonist assay | inhibition, % at 4.4 µM | hit rate 1.1% among 290,000; in the data active means inhibition above about 16%, passing the limit was not always enough;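 further: cells stimulated with the agonist NPW; 0% = agonist with vehicle and 100% = vehicle without agonist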
# GalR3 antagonist: GalR3 antagonists in HEK293 cells, primary screen, cell-based, fluorescence readout; Galanin receptor type 3 (Homo sapiens), O60755; AID 651719, 2012; hit rate 0.44% among 360,000; HEK293 GalR3-CNG cAMP membrane potential fluorescence; galR3 body fused to GalR1 C-terminus; inhibition, % at 3 µM;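 active means inhibition above the screen-wide average plus 3 SD, cut at about 13% in these data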;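 further: forskolin and galanin both at EC90 stimulate the cells; cAMP rise reported by CNG channel membrane potential dye signal; 0% = forskolin plus galanin with DMSO and 100% = forskolin alone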
# MEKK2 mut-MEK5: MEK5 binding signal on mutant MEKK2 PB1, primary screen, biochemical, multiplex bead flow cytometry, Alexa488-MEK5; Alexa488-MEK5 binding to MEKK2 mutant; percent response, % at 10 µM; hit rate 0.35% among 290,000; AID 1530, 2009; in the data active means percent response above about 24%, passing the limit was not always enough; further: inactives centre near 1; some results filed as inactive read as strong as hits; reference of the scale not given here
# An asterisk follows results filed as active; nt = no result given. Outcome played no part in choosing rows. Share with any hit: about 5.4%.
canonical_smiles	NALP1 yeast inh	MEKK2 WT-MEK5	PHOSPHO1 inh	MEKK3 PB1 HTS	V1R ag counter	OXTR ag	GPR7 antag	GalR3 antagonist	MEKK2 mut-MEK5
CCN(CC)CCCNC(=O)c1ccc(CS(=O)(=O)c2ccccc2OC)o1	-3	105	19	100	0.2	0.2	-8	-13	9
COc1ccc(CN2CCN(S(=O)(=O)c3ccccc3)CC2)c(OC)c1	9	91	-8	87	0.1	-0.9	2	0	-2
CC(=O)c1cc(-c2ccccc2)n(CC(=O)N2CCCCC2)c1C	-4	105	0	104	-0.4	-0.6	11	6	4
C/C(=N\NC(=O)CNc1ccccc1)c1ccccc1	7	99	24	109	-0.4	-0.4	5	-2	2
O=C(NCCCc1ccccc1)Nc1ccccc1	30	102	-32	103	0.7	0.0	-4	-2	-1
O=C(Cc1ccccc1)N[C@@H](Cc1ccccc1)c1nc2ccccc2[nH]1	13	105	13	103	0.0	-2.5	-8	-7	9
CC1CCN(c2ccccc2NC(=O)c2ccc(C#N)cc2F)CC1	1	104	16	100	-0.9	-1.6	-15	4	-1
Cn1c(N)c(C(=O)COC(=O)CCOc2ccc(C(C)(C)C)cc2)c(=O)n(C)c1=O	2	68	32	60	3.4	6.2	-2	-1	-22
Cn1c(=O)c2c(nc(N3CCOCC3)n2C/C=C/c2ccccc2)n(C)c1=O	-4	97	37	101	0.5	-1.0	-1	1	-4
CCCCNC(=O)CNC(=S)N(CCCN1CCOCC1)Cc1cccs1	31	103	-24	101	0.5	0.0	-5	-4	-2
Cn1ccnc1SCc1cc(=O)[nH]c2ccccc12	nt	80	10	70	2.1	3.4	3	-4	-14
Cc1ccccc1NC(=O)COC(=O)CNC(=O)c1sc2ccccc2c1Cl	33	98	4	103	2.0	-0.2	-2	-1	-2
CNS(=O)(=O)c1cc(N(C)S(=O)(=O)c2ccc(C)cc2)c(C)cc1C	-8	104	26	101	0.1	-0.3	-7	-6	0
Cc1ccc(S(=O)(=O)N2CCC(C(=O)OC(C)C(=O)NC(N)=O)CC2)cc1C (configuration not stated)	nt	110	38	105	0.3	3.7	-6	-3	9
O=C(O)c1cnc(-c2ccccc2)nc1Sc1ccccc1Cl	-6	101	8	103	-0.8	-1.9	-5	2	0
CCOC(=O)c1cccc(P(=O)(C(C)(C)C)C(C)(C)C)c1	22	92	6	99	0.3	-0.6	-4	-5	12
Cc1ccc(-c2csc3ncnc(N4CCN(C(=O)c5ccccc5)CC4)c23)cc1	17	78	3	67	1.2	-1.5	29*	-6	-15
c1cncc(-c2nc(-c3ccco3)cs2)c1	8	99	-13	96	-1.1	-2.1	-11	-3	-2
Cc1cccc(C)c1NC(=O)NC1(C(=O)NCCCN2CCOCC2)CCCCC1	-64	105	8	104	-0.2	-0.1	-9	-4	3
CCCCC(C(=O)O)C(C)CC(=O)Nc1ccn(-c2ccccc2)n1 (configuration not stated)	5	100	7	99	-0.2	0.9	-5	-4	3
CCn1c(SCC(=O)Nc2ccc3c(c2)OCO3)nnc1C1CC1	1	102	40	102	1.5	0.6	-2	-3	0
COc1ccc(N2C(=O)CC(N3CCN(S(=O)(=O)c4c(F)cccc4F)CC3)C2=O)cc1OC (configuration not stated)	7	100	14	101	0.6	1.2	0	4	1
CCN(CCCNC(=O)CN1C(=O)COc2ccccc21)c1ccccc1	0	97	-14	94	-0.4	-1.2	-3	-4	3
COc1cccc(N2CCN(C(=O)C3CCCN(c4ncnc5c4nc4n5CCCCC4)C3)CC2)c1 (configuration not stated)	23	95	34	96	4.0	0.3	-15	-6	-4
CCc1ccc2c(c1)C(c1ccc([N+](=O)[O-])cc1)=NNC(c1ccccc1)=N2	32	92	-9	98	-1.1	-1.3	5	-3	-3
Cc1ccc(S(=O)(=O)NC(C)C(=O)N2CCOCCOCCOCCOCC2)cc1 (configuration not stated)	14	102	30	102	0.2	0.1	-15	-6	3
CCc1cc(=O)oc2c(CN3CCCC3)c(O)c(Cl)cc12	17	96	6	102	1.0	0.2	2	-6	-1
O=C(N/N=C/c1ccco1)c1cccc(N2Cc3ccccc3C2)c1	13	105	-20	104	2.1	-1.1	-21	1	4
CCn1cc(CN2CCCC(C(=O)Nc3cccc(-n4cccn4)c3)C2)c(C)n1 (configuration not stated)	9	108	36	107	0.8	-0.9	-13	-2	3
COCCn1c(CN2CCN(C(c3ccccc3)c3ccccc3)CC2)nc2c1c(=O)n(C)c(=O)n2C	9	101	23	101	nt	nt	-6	-4	2
O=C(CCc1nnc2ccc(N3CCC4(CC3)OCCO4)nn12)Nc1cc(F)ccc1F	11	96	45	100	-0.3	-0.7	1	6	-3
CCC(C(=O)NC1CCCC1)N(Cc1ccco1)C(=O)CNS(=O)(=O)c1ccccc1 (configuration not stated)	22	98	10	101	-0.3	-0.4	-1	-9	-4
CSc1ccccc1NC(=O)CN1CCN(Cc2ccccc2)CC1	9	104	32	107	0.6	0.2	-6	nt	-1
O=C(NCCCN1CCOCC1)C(=O)NCCc1ccccc1	1	101	28	102	-0.7	-0.6	-11	10	5
COC(=O)c1ccc(/C=N/OCC(=O)NC2CCCC(C)C2C)cc1 (configuration not stated)	7	104	0	106	0.9	-0.2	-1	-5	3
COc1ccc(C2C(C#N)=C(SCC(=O)Nc3ccc(C)cc3)NC3=C2C(=O)CC(C)(C)C3)cc1 (configuration not stated)	-1	102	89*	107	-0.3	-1.2	-2	-1	0
C[C@H]1C=C(C(=O)NCc2ccccc2)O[C@@H](OCc2ccc(CO)cc2)C1	0	104	22	100	1.1	0.3	-16	-1	4
Cc1ccccc1-n1cc[nH]c1=S	-2	101	-19	101	1.5	1.0	-17	0	6
O=C(Nc1cccc(Br)c1)c1cc2ccccc2o1	8	105	4	108	-1.6	-0.8	-12	-2	2
O=C(COC(=O)c1ccc(Cl)nc1)Nc1ccc2c(c1)OCO2	3	86	-43	93	-0.1	-1.3	-5	-4	-12
Cc1ccc(C)c(NC(=S)NCCN(C2CCCCC2)C2CCCC2)c1	8	120	-33	111	5.3	2.1	46*	1	-5
Nc1c(C(=O)c2ccc(Br)cc2)oc2ccccc12	14	104	7	108	0.2	-0.5	-9	-7	3
COc1ccc(-c2cc(C)no2)cc1S(=O)(=O)N1CCOc2ccc(Cl)cc21	-14	107	22	105	0.3	-0.3	17	-1	6
O=C(N/N=C/c1ccccn1)c1ccc2nc[nH]c2c1	20	94	19	103	-1.5	0.1	-10	-3	-3
CCN1CCN(CCCNC(=O)c2ccccc2NC(=O)C2=C(C)OCCS2)CC1	10	102	5	103	0.7	-0.9	-12	-1	1
O=C(CC(=O)Nc1cc(Cl)ccc1Cl)Nc1cc(Cl)ccc1Cl	13	109	31	107	-0.3	-1.0	-7	-7	4
Cc1nc(N2CCOCC2)sc1C(=O)NN	3	107	8	109	-1.5	-1.9	-5	-5	-2
O=C(NCCN1C(=O)S/C(=C\c2ccc(Cl)c(Cl)c2)C1=O)c1cnccn1	37	106	-4	103	4.0	0.6	-3	0	25
CC(=O)N1CCN(c2ccc(NC(=O)c3ccc(C(C)(C)C)cc3)cc2)CC1	36	93	10	95	4.4	5.0	-13	-2	1
Cc1cccc(N(CC(=O)NC2CCCC2)C(=O)CS(=O)CC(=O)Nc2ccc3c(c2)OCO3)c1C (configuration not stated)	-6	98	3	97	-0.5	-0.2	0	-9	2
O=C(Nc1ccccc1)c1ccc2c(c1)OCCCO2	6	105	34	101	0.6	-0.9	-6	2	2
COc1ccccc1C(=O)Nc1ccnn1C1CCN(Cc2cc(C)c(C)cc2C)CC1	15	112	31	102	1.5	-1.2	-19	-5	6
Cc1nn(CCCC(=O)N2CCc3ccccc3C2)c(=O)c2cc3sccc3n12	-28	nt	5	nt	-0.6	-2.1	-15	nt	nt
COc1c(C(C)C)cc(NC(C)=O)cc1C(C)C	-2	102	-4	103	-1.3	-2.0	-17	-5	1
Cc1ccc(OCC(=O)N(Cc2ccccc2)c2ccccn2)cc1	2	90	-10	95	-0.8	-2.2	-7	-7	-6
COc1ccc(CCC(=O)Nc2nnc(C(C)(C)C)s2)cc1	-10	110	nt	106	0.7	-1.4	-15	-11	6
O=c1ccc2ccc(OCc3nnc(-c4ccccc4Br)o3)cc2o1	-6	99	-6	101	5.0	4.1	18	-5	0
O=C1CCC([N+](=O)[O-])C(c2cccc3ccccc23)N1 (configuration not stated)	1	101	53	98	2.0	1.2	-21	-1	-1
CCNc1nc(NC(C)C)nc(N(C#N)CC(=O)OC)n1	10	88	11	102	0.7	-1.0	2	-3	-11
CSc1ccccc1NC(=O)CN(C)CC(=O)Nc1ccc(N2CCOCC2)cc1	7	91	-19	101	0.8	0.0	-10	-3	-13

# Next structures
canonical_smiles	NALP1 yeast inh	MEKK2 WT-MEK5	PHOSPHO1 inh	MEKK3 PB1 HTS	V1R ag counter	OXTR ag	GPR7 antag	GalR3 antagonist	MEKK2 mut-MEK5
Cc1oc(-c2ccccc2F)nc1CN1CCC(C(=O)NCc2cccs2)CC1	14	97	-2	99	-0.1	0.5	-3	-5	-5
O=C(NCc1ccc2c(c1)OCO2)c1ccc2c(c1)C(=O)N(CC1CCCO1)C2=O (configuration not stated)	21	102	9	99	0.6	0.1	-4	-2	3
FC(F)(F)c1cc(-c2ccc(Cl)cc2)nc(NCc2cccnc2)n1	4	104	25	98	0.1	-1.0	-7	-8	1
CC(C)(C)C1CCC2(CC1)C(C#N)=C(SCC(=O)NC1CCCCC1)NC(=O)C2C#N (configuration not stated)	6	97	-38	101	3.4	5.5	7	-1	-1
Cn1c(Cn2c(=O)sc3ccccc32)nnc1SCC(=O)N1CCCCCC1	-4	104	10	99	0.9	-0.6	4	2	0
Cc1ccc(CNS(=O)(=O)c2ccc(Br)s2)cc1	10	104	14	101	-0.1	-1.6	8	-10	6
COCCOc1ccc(C(F)(F)F)cc1NC(=O)COC(=O)C12CC3CC(CC(O)(C3)C1)C2	9	111	29	103	3.5	2.2	-2	-1	9
COc1ccc(NC(=O)CN2C(=O)CC(C)(C)S(=O)(=O)c3ccccc32)cc1	-12	97	-13	97	0.6	0.3	3	-1	4
O=C(N/N=C/c1cc2c(cc1Cl)OCO2)c1ccncc1	29	99	18	96	4.6	-0.3	-9	-3	1
CCOC(=O)CNc1nc(Cl)nc(N2CCCCC2)n1	11	104	20	104	-1.5	-2.0	-2	-6	11
O=C(Nc1ccc(N2CCOCC2)cc1)Nc1ccc(Cl)c(Cl)c1	11	113	20	104	21*	17	-7	-6	6
COc1ccc(-n2c(=O)c3ccccc3n(Cc3ccc(F)cc3)c2=O)cc1OC	5	95	-57	102	0.5	-0.8	-1	0	-5
CC(=O)Nc1cc(OC(C)=O)c2nonc2c1OC(C)=O	-17	101	11	100	0.1	1.0	6	-11	3
